Source: PubChem BioAssay
Vif-APOBEC3F blk – blocks the Vif interaction with APOBEC3F; Potency, µM (titrated, usually from 46.1 µM), without a hit: at the highest dose activity, negative = active; 390,000 compounds, 0.2% hits; HeLa A3F-eYFP + Vif (tagged APOBEC3F with the HIV-1 protein that degrades it), YFP fluorescence increase; also: potency is read from the fitted curve at half-maximal effect; % of control where 0% means no effect; nearly all actives have a fitted effect of over 65% in size
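HeLa cells stably expressing A3F-eYFP plus Vif, plated and incubated overnight at 37 deg C, then exposed to compounds overnight at 37 deg C. Blocked degradation read as raised yellow fluorescence (Ex 488/Em 500-530).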
LDHA inh – blocks human lactate dehydrogenase A; P00338; purified LDHA, NADH/diaphorase-resazurin fluorescence; stronger effect = lower value; activity change, % (values are at about 110 or 230 µM); 480,000 compounds, 0.15% hits; AID 1347041; in the data active = activity change below about -30%; inconclusive = mostly about -25% to -30%;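 also: plate controls were DMSO wells for no effect and wells without enzyme for full effect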
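Resorufin fluorescence (ex540/em590), read at 0 and 20 min after diaphorase/resazurin addition, reports the NADH left after a 5 min room-temperature reaction of 2 nM human LDH5 with 0.06 mM NADH and 0.2 mM pyruvate.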
GRP78 ERSR act – induces the endoplasmic reticulum stress response in human glioma cells; U87-MG GRP78 promoter luciferase reporter, 16 h; Potency, µM, inactives show at the highest dose activation, actives largely listed as activators; 420,000 compounds, 0.02% hits; AID 602332; also: potency is read from the fitted curve at half-maximal effect; series mostly up to about 76 µM; % of control where 0% means no effect; nearly all actives have a fitted effect of over 35% in size
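Stably transfected U87-MG glioma cells carrying a GRP78-based luciferase sensor; 16 h compound incubation. Luminescence end-point read 10 min after Bright-Glo addition at room temperature.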
Vif-A3G inh – Vif-A3G binding inhibition; Q9HC16; HeLa A3G-eYFP + Vif (tagged APOBEC3G with the HIV-1 protein that degrades it), YFP fluorescence, overnight; Potency, µM (series often up to 46.1 µM), without a hit: at the top dose activity, negative = active, usual class: inhibitors; 410,000 compounds, 0.076% hits; AID 602310;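 also: potency is read from the fitted curve at half-maximal effect; % is scaled to controls: 0 for no effect and ±100 for the full control effect; nearly all actives have a fitted effect of over 60% in size; hits raise eYFP signal because A3G escapes Vif-driven loss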
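HeLa cells stably expressing Vif and C-terminally eYFP-tagged A3G, seeded overnight at 37 deg C, then exposed to compound by pintool overnight at 37 deg C. Rise in yellow fluorescence (Ex 488/Em 500-530, Acumen) marks blocked Vif-driven A3G degradation.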
PI4K2A inh – PI4K2A (human) kinase inhibition; Q9BTU6; purified PI4K2A, ADP-Glo luminescence, 1 h; stronger effect = lower value; activity change, negative = inhibition, % at 76.9 µM; 420,000 compounds, 0.13% hits; AID 1346378; in the data active = activity change below about -50%; inconclusive = mostly about -30% to -49%;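 also: -100% = wells without enzyme as full effect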
Target sequence (Q9BTU6 whole entry, looked up): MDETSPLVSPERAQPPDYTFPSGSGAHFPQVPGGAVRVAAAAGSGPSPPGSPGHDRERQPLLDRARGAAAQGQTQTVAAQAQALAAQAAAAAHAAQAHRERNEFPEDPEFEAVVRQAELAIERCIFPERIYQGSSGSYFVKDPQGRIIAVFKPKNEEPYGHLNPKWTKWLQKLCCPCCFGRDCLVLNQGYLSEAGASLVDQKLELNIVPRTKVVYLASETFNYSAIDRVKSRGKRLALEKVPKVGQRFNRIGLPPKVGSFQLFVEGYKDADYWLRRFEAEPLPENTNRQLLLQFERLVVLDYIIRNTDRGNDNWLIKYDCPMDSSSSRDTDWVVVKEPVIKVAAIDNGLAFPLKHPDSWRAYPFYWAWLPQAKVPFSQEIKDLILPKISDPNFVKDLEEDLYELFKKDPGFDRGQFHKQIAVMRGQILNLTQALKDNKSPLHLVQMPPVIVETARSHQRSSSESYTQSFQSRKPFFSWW
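Compounds are screened against recombinant PI4K2A using PI as substrate and ATP, the latter dispensed at 300 microM. Reactions run one hour at ambient temperature before ADP-Glo detection; full inhibition defined by wells lacking enzyme.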
TrxR1 substrate – substrates of rat thioredoxin reductase 1. O89049. purified TrxR1 substrate turnover, NADPH consumption readout. Potency, µM (top dose mostly 114 µM), without a hit: top-dose activity change, negative = substrate turnover. 390,000 compounds, 0.01% hits. AID 588456; also: potency is read from the fitted curve at half-maximal effect; % is scaled to controls: 0 for no effect and ±100 for the full control effect; nearly all actives have a fitted effect of over 50% in size
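Rat TrxR1, dispensed at 90 nM, was prereduced with 400 uM NADPH (final) for 5 min at ~22 deg C, then incubated with compound 15 min before 400 uM selenite. A first-read NADPH fluorescence drop versus no-compound background flagged substrates.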
USP1-UAF1 inh – USP1/UAF1 (human) deubiquitinase inhibition; recombinant USP1/UAF1, Ub-Rhodamine cleavage fluorescence; 390,000 compounds, 0.23% hits; Potency, µM (highest dose often 57.1 µM), without a hit: at the top dose activity change, negative = inhibition, most hits filed as inhibitors; also: potency is read from the fitted curve at half-maximal effect; % is scaled to controls: 0 for no effect and ±100 for the full control effect; nearly all actives have a fitted effect of over 60% in size; inactives centre near -12
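High-throughput fluorogenic screen: 1nM USP1/UAF1 complex, Ub-Rho substrate 150nM final, 50mM HEPES pH 7.8 with 0.5mM EDTA, 0.1 mg/ml BSA, 1mM TCEP and 0.01% Tween-20.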
RXFP1 ag – activates the human relaxin receptor RXFP1 | Potency, µM (doses to about 57.5 µM), for the others: top-dose activation, hits mostly activators | HEK293T-RXFP1 cAMP TR-FRET, 30 min; response scale: percent of porcine relaxin response, buffer zero | 370,000 compounds, 0.3% hits | Q9HBX9; also: potency is read from the fitted curve at half-maximal effect; % is scaled to controls: 0 for no effect and ±100 for the full control effect; nearly all actives have a fitted effect of over 60% in size; many of its hits are not listed in these tables
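cAMP rise read by TR-FRET after 30 min, 37C compound exposure (up to 58 uM) in RXFP1-transfected HEK293 cells with Ro 20174 present. EC50 from Hill-equation fits, with 29 nM porcine relaxin as 100% and buffer as basal.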
IDH1 R132H inh – human IDH1 R132H inhibition; IDH1-R132H enzyme, NADPH consumption, diaphorase/resazurin fluorescence; Potency, µM (series often up to 76.6 µM), for the others: top-dose activity change, negative = inhibition, most hits filed as inhibitors; 390,000 compounds, 0.093% hits; AID 602179; also: potency is read from the fitted curve at half-maximal effect; % is scaled to controls: 0 for no effect and ±100 for the full control effect; nearly all actives have a fitted effect of over 65% in size
Target sequence (O75874 whole entry R132H, stated change not applied): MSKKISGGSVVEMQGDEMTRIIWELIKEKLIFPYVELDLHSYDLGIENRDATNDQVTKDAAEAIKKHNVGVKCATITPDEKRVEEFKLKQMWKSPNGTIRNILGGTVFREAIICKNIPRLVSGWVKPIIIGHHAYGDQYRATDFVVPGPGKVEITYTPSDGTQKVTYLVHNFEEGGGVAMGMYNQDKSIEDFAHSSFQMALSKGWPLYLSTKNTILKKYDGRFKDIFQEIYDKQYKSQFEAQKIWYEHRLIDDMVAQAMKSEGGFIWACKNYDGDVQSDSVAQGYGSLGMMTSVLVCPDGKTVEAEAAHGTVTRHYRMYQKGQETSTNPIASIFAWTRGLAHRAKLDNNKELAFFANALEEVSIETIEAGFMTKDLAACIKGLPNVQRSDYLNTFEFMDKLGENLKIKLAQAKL
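IDH1-R132H (0.5 ug/mL) preincubated 30 min with compound, then NADPH (0.016 mM) and alpha-KG (2 mM) added; 80 min at RT, pH 7.5. Remaining NADPH coupled via diaphorase/resazurin to fluorescence (540/590 nm); concentration-response curves normalized to no-enzyme control.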
* marks the source's active call; other numbers are inactive results; ? = inconclusive; · = no result given; & = joins results of further samples; [ ] = dose if it differs, or a comment. Unless noted, calls follow the shape of the dose curve; as a rule, active = well fitted curve in the direction sought with a large enough effect; inconclusive = small, poorly fitted or top-dose-only effect, or another doubt; inactive = no such curve, though single readings can be large; an effect the other way counts as inactive or inconclusive.

SMILES,GRP78 ERSR act,TrxR1 substrate,PI4K2A inh,Vif-A3G inh,IDH1 R132H inh,USP1-UAF1 inh,Vif-APOBEC3F blk,RXFP1 ag,LDHA inh
CCc1ccc(C2N=C(N)Nc3nc4ccccc4n32)cc1 (configuration not stated),5.1%,-3.1%[11.4 µM],2.8,-1.1%,-5.6%,-26.5%,2.5%,0.0%,-3.4&-5.5
NC(=O)c1ccc(Cn2c(C(=O)c3cc(Cl)c(N)c(Cl)c3)c3ccccc3[n+]2[O-])cc1,3.4%,-4.9%,2.1,?,11.2%,-25.5%,-18.1%,1.2%,8.5
O=C(C=Cc1ccc2c(c1)OCO2)OCC=Cc1ccc2c(c1)OCO2,-3.8%,-1.5%,3.7,-0.7%,-9.9%,-4.5%,-4.3%,·,-4.7
CCOc1ccccc1CNC(=O)Cn1c(=O)oc2ccccc21,-2.8%,-2.3%,-3.4,0.8%,-10.2%,-24.4%,-5.4%,4.6%,-19.0
O=C(COc1ccc(Cl)cc1Cl)Nc1ccc(Cl)cn1,-3.6%,4.9%,-0.5,3.0%,-4.2%,-14.6%,0.8%,1.4%,-4.6
CC(=O)Nc1ccc(NC(=O)CN(c2cccc(C)c2)S(C)(=O)=O)cc1,-2.1%,8.7%,-1.9,0.1%,0.6%,-8.6%,10.1%,0.4%,-1.0
Cc1cccc(Nc2sc(C(=O)c3cc4cc(Cl)ccc4o3)c(N)c2C#N)c1,-1.3%,-3.8%[57.1 µM],1.4,0.2%,-8.9%,-22.5%,3.3%,1.5%,-4.6
CC(C)Oc1ccc(Cn2c(=O)oc3ccccc32)cc1,-1.3%,3.2%,2.6,1.1%,-4.8%,-18.6%,8.1%,1.6%,-3.7
C=CCNCCOCCOc1ccc(C)cc1[N+](=O)[O-],-2.1%,4.1%[57.1 µM],5.7,-1.4%,-1.3%,-7.6%,4.4%,-0.3%,-12.7
Cc1ccc(CNC(=O)CCc2c(C)nc3c(c(C)nn3-c3ccccc3)c2C)cc1,-3.7%,31.1%[activator],2.6,-4.6%,15.3%,-19.3%[11.4 µM],-1.3%,1.2%,-11.4
N#Cc1ccc(CSc2nnc(NC(=O)CCc3nc4ccccc4c(=O)[nH]3)s2)cc1,-2.6%,0.7%,7.0,0.3%,-7.4%,-16.2%,-8.2%,0.1%,-7.1
CC(=O)C(N=Nc1ccccc1)(Sc1nnc(-c2ccccc2)n1-c1ccccc1)C(=O)Nc1ccccc1 (configuration not stated),-4.3%,7.2%[57.1 µM],4.7,-4.5%,8.9%,-4.5%,4.4%,0.1%,-2.1
COCc1cc(C2C(C(=O)c3ccco3)=C(O)C(=O)N2CCOCCO)ccc1O (configuration not stated),2.3%,-14.9%,-0.8,0.7%,8.5%,-5.8%,-2.0%,2.6%,2.9
O=S(=O)(c1ccc(SCCO)nc1)N1CCOCC1,-1.1%,3.7%,1.5,-0.7%,6.5%,-17.0%,9.1%,0.5%,-6.4
CSc1ccc(/C=N/NC(=O)c2cccc(O)c2)cc1,-11.0%,-7.8%,?,-22.5%,7.1%,-17.9%,-6.0%,2.3%,-3.0
CC(Oc1ccccc1)C(=O)N=C1SC2CS(=O)(=O)CC2N1c1cccc(F)c1 (configuration not stated),-1.3%,1.2%,-2.8,-1.1%,-5.8%,-21.2%,-13.2%,0.9%,-1.4
COc1cc(Cl)c(C)cc1NC(=O)CCN1C(=O)NC(C)(C)C1=O,-5.8%,-5.1%[57.1 µM],0.0,0.0%,1.7%,-12.7%,-8.7%,-2.4%,-4.5
Cc1cccc(C)c1NC(=O)COC(=O)c1ccccc1Nc1ccccc1,-2.8%,25.0%,2.5,1.1%,-7.3%,-2.3%,3.5%,1.5%,-8.4
O=C(NCCc1ccccc1)C1CCN(S(=O)(=O)N2CCOCC2)CC1,5.2%,2.9%,-11.3,-4.3%,-11.6%,-6.4%,-3.9%,2.9%,-4.9
COc1ccc(CC(=O)Nc2oc(-c3ccccc3)c(-c3ccccc3)c2C#N)cc1OC,-1.8%,3.6%,-1.2,-0.3%,7.1%,-20.3%,0.0%,0.2%,-6.5
Nn1c(Cc2ccccc2)n[nH]c1=S,1.0%,8.0%[57.1 µM],4.6,-1.0%,-2.8%,-24.9%,-4.0%,-0.5%,-0.5
O=C(C[C@@H]1C/C=C\CCCC(=O)OC[C@@H]2CCCN2C1=O)N[C@@H](CO)Cc1ccccc1,-1.4%,6.2%,-1.1,-7.6%,-10.1%,-18.3%,0.2%,·,-4.6
C=CCN(CC=C)Cc1cc(=O)oc2cc(C)c(C)cc12,-2.6%,·,3.8,-1.6%,·,·,·,·,-4.4
Cc1occc1-c1nnc(SCC(=O)c2ccc(F)cc2)n1Cc1ccco1,-7.3%,-1.0%,9.7,3.0%,5.9%,-17.1%,2.6%,2.1%,-4.3
Cc1c(Cl)cccc1NC(=O)C1CCN(c2nc3ccccc3[nH]2)CC1,-3.3%,0.4%[57.1 µM],0.7,1.9%,0.0%,?,-5.9%,-1.5%,-22.3
O=C(CCc1nnc(C2CCCCC2)o1)N1CCC(Oc2cccnc2)CC1,-1.9%,4.6%,5.5,-5.4%,0.0%,-3.9%,-23.4%,1.3%,2.1
COc1cc2c(cc1OC)-c1nnc(-c3ccco3)n1C1(CCCC1)C2,-1.9%,72.6%[activator],0.0,-3.2%,2.9%,-15.2%,-3.4%,-2.8%,-3.5
COc1ccc(OC)c(N(CC(=O)N2CCC(C)CC2)S(=O)(=O)c2ccc(OC)c(OC)c2)c1,-4.6%,-2.5%,-2.8,-1.7%,-5.2%,-0.4%,4.8%,1.5%,-3.0
COc1ccc2[nH]c3c(c2c1)CCN1C(=O)C(CC(=O)NCc2ccco2)C[C@H](C(=O)N2CCCCC2)[C@@]31CCc1ccccc1 (some centres not stated),-1.9%,-6.1%,-1.6,0.9%,-4.1%,-7.9%,8.6%,·,-5.9
CCOC(=O)C1CCCN(Cc2c(C(=O)N3CCOCC3)nc3ccccn23)C1 (configuration not stated),-3.8%,0.2%[57.1 µM],-2.2,3.5%,3.4%,-12.7%,6.2%,3.4%,0.4

Additional records.
SMILES,GRP78 ERSR act,TrxR1 substrate,PI4K2A inh,Vif-A3G inh,IDH1 R132H inh,USP1-UAF1 inh,Vif-APOBEC3F blk,RXFP1 ag,LDHA inh
CN(C)c1ccc(N2C(=O)CSC2=S)cc1,-0.8%,-8.3%,-21.1,-3.0%,2.3%,-11.9%,-21.1%,1.0%,17.2
Cc1cccc2cc(C#N)c(SCC(=O)NCC3CCCO3)nc12 (configuration not stated),-7.8%,-0.3%,0.9,0.9%,-5.1%,-3.1%,0.3%,2.8%,-2.1
CCCOc1ccc(NC(=O)CC2C(=O)N(CC)C(=S)N2CCCN2CCN(Cc3ccccc3)CC2)cc1 (configuration not stated),-7.1%,-6.8%,-0.6,-28.6%,2.2%,?,11.6%,2.5%,-1.2
COc1ccc(NC(=O)CC2C(=O)N(c3cccc(OC)c3)C(=O)N2C2CCCCC2)cc1 (configuration not stated),-3.9%,3.7%,10.8,1.7%,-12.4%,-13.0%,1.3%,2.2%,-7.6
O=C(Nc1cc(F)ccc1F)c1cnn2c1NC(=C1CC1)C=C2C(F)F,-3.4%,3.4%,·,1.7%,·,·,·,·,1.3
CC(=O)c1ccc(NC(=O)Cn2c(=O)nc(-c3ccccc3)c3cc(Cl)ccc32)cc1,0.4%,-2.9%[57.1 µM],-3.3,4.9%,-22.0%,-15.2%,-14.3%,-2.9%,-6.6
CCOc1ccc(CCNC(=O)CCC(=O)c2cccs2)cc1OCC,-1.9%,2.4%,-0.2,-5.8%,7.1%,-25.1%,1.2%,·,0.1
O=C(CN1CCN(c2ccc(O)cc2)CC1)NCC(=O)Nc1ccc(F)c(F)c1F,-2.8%,11.3%,-3.4,0.1%,5.2%,-18.8%,-1.1%,-1.2%,12.2
O=C(O)CSCCOc1ccc(OCCSCC(=O)O)cc1,-6.9%,-4.5%,0.8,0.6%,0.5%,-10.5%,-9.1%,3.1%,-4.2

A draw from above in order of formula weight, low to high:
SMILES,GRP78 ERSR act,TrxR1 substrate,PI4K2A inh,Vif-A3G inh,IDH1 R132H inh,USP1-UAF1 inh,Vif-APOBEC3F blk,RXFP1 ag,LDHA inh
O=C(O)CSCCOc1ccc(OCCSCC(=O)O)cc1,-6.9%,-4.5%,0.8,0.6%,0.5%,-10.5%,-9.1%,3.1%,-4.2
Cc1ccc(CNC(=O)CCc2c(C)nc3c(c(C)nn3-c3ccccc3)c2C)cc1,-3.7%,31.1%[activator],2.6,-4.6%,15.3%,-19.3%[11.4 µM],-1.3%,1.2%,-11.4
CCCOc1ccc(NC(=O)CC2C(=O)N(CC)C(=S)N2CCCN2CCN(Cc3ccccc3)CC2)cc1 (configuration not stated),-7.1%,-6.8%,-0.6,-28.6%,2.2%,?,11.6%,2.5%,-1.2

Only part of the results is shown; the hit share may differ from the screen's.
